Screens as filed in PubChem.
ADAM10 inh: inhibitors of human ADAM10; 370,000 tested, 0.62% active; inhibition, % at 7 µM; recombinant ADAM10, EDANS/DABCYL FRET peptide cleavage, 3 h; O14672; AID 720582;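 active = inhibition above a per-campaign cutoff equal to the mean of compounds falling between control-based bounds plus 3 SD, cut at about 20% in these data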;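 note: 0% = DMSO wells while the 100% control is not disclosed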
Target sequence (O14672 214-748 limits assumed): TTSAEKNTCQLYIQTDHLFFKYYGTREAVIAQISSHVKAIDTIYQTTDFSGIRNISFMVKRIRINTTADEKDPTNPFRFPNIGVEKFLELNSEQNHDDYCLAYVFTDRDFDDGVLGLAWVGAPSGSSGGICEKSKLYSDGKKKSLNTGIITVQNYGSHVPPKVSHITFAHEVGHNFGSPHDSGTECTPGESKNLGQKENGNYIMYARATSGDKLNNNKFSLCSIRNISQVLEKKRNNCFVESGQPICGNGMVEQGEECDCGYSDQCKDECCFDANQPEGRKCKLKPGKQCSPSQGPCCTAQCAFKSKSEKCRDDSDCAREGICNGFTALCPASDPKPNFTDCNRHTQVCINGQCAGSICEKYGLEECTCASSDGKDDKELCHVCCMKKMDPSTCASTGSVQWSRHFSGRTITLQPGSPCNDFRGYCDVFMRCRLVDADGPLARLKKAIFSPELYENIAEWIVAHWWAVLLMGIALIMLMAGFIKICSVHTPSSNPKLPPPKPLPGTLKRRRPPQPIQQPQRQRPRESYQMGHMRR
HGIII-sPLA2 inh: Blocks human group III sPLA2 activity. Q9NZ20. QFRET BODIPY PC-A2 liposome hydrolysis, fluorescence. inhibition, % at 12.2 µM. 370,000 tested, 0.56% active;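 active = inhibition above mean plus 3 SD of compounds lying within the high and low control bounds, cut at about 19% in these data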;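 note: 0% = median of test compound wells and 100% = no enzyme DMSO wells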
SMARCA2 activ: increases SMARCA2 function in MMTV reporter cells. MG213 cells, MMTV-luciferase reporter, dexamethasone, overnight. activation, % at 9.1 µM. 370,000 tested, 1% active. AID 652017; in the data active = activation above about 7.8%;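 note: 0% = vehicle wells and 100% = reference activator wells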
hgDAF-12 ag: agonists of H. glycines DAF-12 nuclear receptor | HEK293 GAL4-hgDAF12 UAS-luciferase reporter, agonist luminescence; normalized to butyrate control | activation, % at 6.8 µM | 370,000 tested, 1.8% active | AID 687014;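 active = activation above a cutoff set at the mean of all screened compounds plus 3 SD, cut at about 10% in these data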;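 note: 0% = DMSO wells and 100% = sodium butyrate wells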
GAA850 FXN act: activators of GAA850 frataxin (FXN) promoter; HEK293 lucGAA850 FXN promoter luciferase reporter, 24 h; percent of 10 µM SAHA response; activation, % at 6 µM; 360,000 tested, 0.56% active; AID 540364;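 active = activation above the average of all compounds screened plus 3 SD, cutoff fixed separately per campaign, cut at about 7.5% in these data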;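 note: 0% = DMSO wells and 100% = 10 µM SAHA wells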
DAX1 inh-1: DAX1 (NR0B1) inhibition, primary screen. AID 652010. inhibition, % at 6.8 µM. 370,000 tested, 1.1% active. HEK293T StAR-luciferase reporter, SF-1/DAX-1 repression relief;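 active = inhibition above the mean over all tested compounds plus 3 SD, cut at about 3.6% in these data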;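 note: 0% = DAX-1 cells with DMSO and 100% = cells lacking DAX-1 with DMSO; higher inhibition means more luminescence from relief of DAX-1 repression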
hcDAF12 agonist: activates DAF-12 receptor from parasite H. contortus; AID 652067; 370,000 tested, 1.4% active; activation, % at 6.8 µM; HEK293 hcDAF-12 lit1-tk-luc reporter, luminescence; 0% DMSO, 100% Δ7-dafachronic acid;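 active = activation above the mean of all tested compounds plus 3 SD, cut at about 5.5% in these data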;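 note: 100% = response to 3 µM Δ7-dafachronic acid high control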
ssDAF-12 act: S. stercoralis DAF-12 activation, primary screen | HEK293 ssDAF-12/GRIP1 lit1-tk-luc reporter, luminescence; % of 3 µM dafachronic acid response | activation, % at 6.8 µM | 370,000 tested, 1% active | AID 652126;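 active = activation above the mean over all tested compounds plus 3 SD, cut at about 0.9% in these data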;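 note: 0% = DMSO-only wells and 100% = 3 µM delta7-dafachronic acid wells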
GC-A act: GC-A (human) enzyme activation; P16066; HEK293 GC-A cells, cGMP TR-FRET, EC30 ANP; 0% at EC30 ANP, 100% saturating ANP; activation, % at 10 µM; 370,000 tested, 0.14% active; in the data active = activation above about 40%
GC-B act: GC-B (human) receptor activation. P20594. HEK293-GC-B cells, CNP EC30, cGMP TR-FRET; 0% at EC30 CNP, 100% saturating CNP. activation, % at 10 µM. 370,000 tested, 0.11% active. AID 1920062;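 active = activation at 10 µM reaching about 35% in either raw or pattern-adjusted values, limit read from the data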
DAX1 inh-2: inhibitors of human orphan nuclear receptor DAX1 (NR0B1); P51843; HEK293 Gal4-DAX1 luciferase reporter, luminescence; inhibition, % at 6.75 µM; 340,000 tested, 0.99% active; AID 504766;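 active = inhibition above the mean over all tested compounds plus 3 SD, cut at about 4.2% in these data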;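 note: 0% = DAX1-transfected cells with DMSO and 100% = empty-vector control cells with DMSO; inhibition shows as a rise in luminescence from relieved DAX1 repression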
Target sequence (P51843 207-470 limits assumed): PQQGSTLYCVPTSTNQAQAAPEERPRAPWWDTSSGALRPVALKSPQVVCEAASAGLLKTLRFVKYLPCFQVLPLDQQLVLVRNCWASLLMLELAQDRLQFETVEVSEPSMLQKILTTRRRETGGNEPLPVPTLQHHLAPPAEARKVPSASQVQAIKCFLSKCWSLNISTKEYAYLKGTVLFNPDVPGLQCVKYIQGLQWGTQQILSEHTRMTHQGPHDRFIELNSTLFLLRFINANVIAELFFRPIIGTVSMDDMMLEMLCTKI
* marks the source's active call; other numbers are inactive results; x = no result given.

smiles	ADAM10 inh	HGIII-sPLA2 inh	DAX1 inh-2	SMARCA2 activ	GAA850 FXN act	hgDAF-12 ag	DAX1 inh-1	GC-B act	ssDAF-12 act	hcDAF12 agonist	GC-A act
CCC(CC)C(=O)N(C)c1c(C)nc2c(OCC3CCCCC3)cccn12	-7	-6	x	-2	-1.8	-0.9	-1.4	-3	-2.2	-0.7	-6
COc1ccc(/C=N/OC(=O)c2ccc(Cl)cc2)c(Cl)c1OC	-2	1	x	-7	0.2	0.7	-0.2	-1	-1.2	-0.9	3
Cc1nnc(NC(=O)CCn2cnc3ccccc3c2=O)s1	2	0	0.1	0	2.4	-1.1	0.4	-1	-0.8	2.9	0
Nc1ccccc1Sc1c[nH]c2ccccc12	9	-22	1.0	-1	3.4	4.7	0.2	2	0.3	6.8*	3
COc1ccccc1CCN1CCCC(CN(C)C(=O)CCC(=O)N(C)C)C1 (stereo not given)	2	-1	-0.1	-2	1.6	-0.3	0.0	3	-1.9	-0.9	0
O=c1[nH]c2ccc(NCc3ccccc3OCc3ccc(Cl)cc3)cc2[nH]1	-12	17	-2.0	-3	-0.5	-6.2	-0.8	-15	-2.0	-5.0	-10
O=C(CC1Oc2ccc(Cl)cc2NC1=O)NC1CCCCCC1 (stereo not given)	-13	2	0.7	0	0.1	1.6	-0.6	-2	-1.0	0.1	-5
COC(=O)C1=CO[C@@H](OC2OC(CO)C(O)C(O)C2O)[C@@H]2C(CO)=CC[C@H]12 (stereo not given in full)	-5	4	1.1	2	0.8	0.0	-0.3	8	-0.9	-1.8	1
Cc1nnc(SCC(=O)c2c[nH]c3ccccc23)n1C1CC1	-8	1	-0.3	-1	1.5	2.2	0.0	5	-0.2	3.3	-1
CCn1nnc2cc(C(=O)OCC(=O)N(C)Cc3cccc(F)c3)ccc21	-11	13	-0.4	-2	1.9	-2.4	2.1	0	-1.4	-0.5	6
COCCN1Cc2cccc(C(=O)NCc3cccs3)c2C1=O	-3	-3	0.1	1	0.8	-0.4	-0.5	3	-1.0	-1.3	-1
O=C(Nc1ccccc1C(=O)N1CCCCCC1)c1cccc(S(=O)(=O)N2CCOCC2)c1	0	3	2.1	0	-1.3	0.3	-0.2	-5	-1.0	-2.1	2
O=C1C=CC(=O)N1CCCCCCN1C(=O)C=CC1=O	-4	4	x	-11	x	-3.2	-1.0	36*	-1.6	0.5	29
O=S(=O)(c1cccc2nsnc12)N1CCN(c2ccc(F)cc2)CC1	-8	5	0.5	-6	1.3	-1.6	0.3	-6	-1.7	0.6	-6
CC(=O)NC1(c2ccccc2)CCN(c2nc(C)cc(C)n2)CC1	-35	2	0.7	-2	6.4	-3.7	-0.1	-5	-1.3	-2.2	-6
Cc1nc2ccccc2nc(C)c1=NOCc1ccccc1Cl	-9	3	1.0	1	6.4	11*	1.0	-6	-0.3	8.7*	-3
CCC1CN(C(=O)NCc2ccccc2)c2ccccc2O1 (stereo not given)	0	0	0.0	0	1.8	-1.0	0.0	0	-1.4	-1.5	-3
COc1ccc(Cc2c(C(C)(C)C)nc3ccc(Cl)cn23)c(C)c1	-6	5	x	-3	x	-3.2	0.6	-4	-0.2	0.0	-1
CCOC(=O)C1=CCN(S(=O)(=O)c2ccccc2C)C1c1ccc(Cl)c(Cl)c1 (stereo not given)	16	-2	x	-5	x	-4.4	-0.6	-4	-1.2	-2.1	-11
CCN(CC)CCC(c1ccc2c(c1)OCO2)c1c(O)cc(OC)cc1OC (stereo not given)	5	-4	2.0	1	-2.6	-1.4	0.4	-21	-1.2	-0.9	-10
CCCCCOC(=O)c1[nH]c2c(c1C)C(=O)C(C(=O)OC)C(C)C2 (stereo not given)	-5	-5	-0.8	2	5.5	5.8	-0.7	-3	-1.4	-2.8	11
Cc1cc(N/C=C(\C#N)S(=O)(=O)c2ccc(Cl)cc2)nc(C)n1	-21	-7	4.2*	1	0.5	2.0	-0.3	-2	-0.8	0.1	1
O=C(CC1C=CCC1)OCCN1CCN(C2CN(Cc3cn(Cc4ccccc4Cl)nn3)S(=O)(=O)C2)CC1 (stereo not given)	9	1	x	5	x	-4.5	0.3	1	-1.6	-0.4	1
CCOC(=O)c1ccccc1NC(=O)c1c(F)c(F)c(F)c(F)c1F	0	1	0.6	1	0.1	0.9	-0.2	11	0.0	2.8	-9
COc1ccc(C2NC(=S)N3C(c4ccc(OC)cc4)NC(=S)N23)cc1 (stereo not given)	2	4	-0.1	1	-3.1	-0.1	0.7	5	-0.6	1.8	3
CCOC(=O)Cc1csc(NS(=O)(=O)c2ccc([N+](=O)[O-])cc2)n1	-1	-9	1.1	-1	0.4	1.0	0.5	0	-0.6	-1.4	-4
CC(=O)Cc1nsc(NC(=O)c2ccccc2)n1	10	-1	1.6	3	3.9	1.6	0.5	-10	-0.8	-0.3	-4
CCN1CCN(Cc2oc(CO)cc(=O)c2O)CC1	-7	1	1.7	-4	-1.5	2.5	-0.5	5	-1.0	-1.2	-2
O=C(NC1CCCC1)C(c1ccccn1)N(C(=O)c1csnn1)c1ccccc1Br (stereo not given)	-7	-1	-0.5	-2	3.6	-0.6	1.1	-1	-1.0	0.3	-1
Cc1cccc(C(C)n2nnc3ccccc32)c1O (stereo not given)	1	-2	0.9	-1	2.5	-3.1	-0.9	-3	-0.8	-0.2	-1
Cc1ccc(S(=O)(=O)NC(CC(C)C)C(=O)N2CCN(C/C=C/c3ccccc3)CC2)cc1 (stereo not given)	0	-26	-0.7	0	-3.8	-0.9	1.3	-2	-2.2	0.6	-4
Cc1ccccc1C(=O)NCC(c1ccco1)N1CCc2ccccc2C1 (stereo not given)	-9	-2	-0.1	0	-1.2	2.3	-0.4	-4	-1.0	0.0	0
Cc1cc(C)nc(NNC(=O)c2ccccc2O)n1	-19	4	-0.6	2	1.9	0.1	0.0	6	-1.9	3.3	3
COc1ccc(NC(=O)NNC(=O)COc2ccc3cc(Br)ccc3c2)cc1	3	-3	0.3	0	-0.7	6.2	0.4	-1	-0.3	-1.8	10
CC(=O)NC12CC3CC(C1)CC(C(=O)N1CCN(S(=O)(=O)c4cccc(F)c4)CC1)(C3)C2	-5	6	1.1	-2	2.1	-0.4	0.5	5	-0.7	0.8	1
CC(C)(C)S(=O)(=O)c1cnc(-c2ccccn2)nc1N	-3	-7	1.7	1	-0.2	1.1	0.3	2	-0.8	2.1	1
CCOC(=O)N1CCN(CC(=O)N2c3ccccc3CC2C)CC1 (stereo not given)	4	2	2.1	4	3.3	-1.8	-0.7	5	-1.7	-1.3	-2
N/C(=N\OC(=O)CCC1CCCC1)c1cccnc1	-1	0	-1.1	-2	5.3	0.5	-0.3	3	-0.9	-0.9	2
CN1CCC(N(C)C(=O)/C=C/c2cn(-c3ccccc3)nc2-c2cccs2)CC1	-227	-21	-0.3	5	1.6	-4.5	-0.6	-8	-1.6	-1.9	-4
COc1ccc(C(=O)NC(=S)NCc2cccnc2)cc1Br	5	4	-0.9	-4	0.1	-5.0	-1.4	-3	-2.0	-1.6	2
CCOc1ccc(CN2CCN(CC3=Cc4cccc(OC)c4OC3)CC2CCO)cc1 (stereo not given)	2	-12	-1.6	1	-1.4	-4.0	-1.5	3	-2.2	-4.7	1
COc1ccc(-c2cc(C)no2)cc1S(=O)(=O)Nc1cccc(CN2CCCC2)c1	-1	-12	-0.2	3	1.7	0.1	-1.2	0	-1.4	0.2	3
O=C(c1cc(-c2cccnc2)nc2ccccc12)N1CCN(S(=O)(=O)c2ccc(Cl)s2)CC1	5	-20	-0.5	-1	-0.7	-0.9	-2.2	0	-0.8	1.5	-5
CC(=O)Nc1ccc(N2CCOCC2)c([N+](=O)[O-])c1	-1	-1	-0.3	-1	-0.3	-4.6	-0.4	-3	-1.0	-0.3	-2
Nc1nc(COc2ccc(F)cc2)nc(N2CCCCC2)n1	1	-5	-0.4	1	2.1	-0.2	1.7	-2	-1.4	-0.1	2
Cc1cc(C)c(Cc2c(C)nc3c(C(=O)NCc4ccco4)cnn3c2C)c(C)c1	-23	-2	-0.5	-1	-4.0	-1.8	-0.2	-10	-1.7	-0.9	-18
O=C(c1ccco1)N1CCN(C(=O)c2ccc(COc3ccc4c(c3)CCC4)o2)CC1	3	-5	-2.0	-2	3.0	-1.4	-1.1	-4	-1.4	-1.2	-3
COc1ccc2cc(CCNC(=O)c3cccs3)c(=O)[nH]c2c1	-36	6	2.8	2	1.5	15*	4.0*	-12	-0.1	4.2	0
Cc1ccc(S(=O)c2ccc(NC(=O)C3CC3)cc2C#N)cc1 (stereo not given)	-3	0	-1.4	-2	-0.4	-4.0	-1.2	-1	-1.9	-2.3	5
Cc1ccc(C)c(NC(=O)C(Sc2nc3ccc(C)cc3[nH]2)c2ccccc2)c1 (stereo not given)	1	-29	-1.6	-3	0.8	1.4	-0.5	6	-1.7	-0.3	-3
CCN1CCN(c2cc(C)c3cc(NC(=O)Cc4ccc(OC)c(OC)c4)ccc3n2)CC1	-443	1	1.3	-2	-1.7	-3.0	0.5	-4	-1.6	-1.5	6
